MEX-5 binding = C. elegans MEX-5 TCR-2 RNA binding activity | 0.38% of 300,000 active | MEX-5/FITC-TCR2 RNA binding, fluorescence polarization; stronger effect = lower value | activity score (negative = inhibition of binding), % at 10 µM;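 active = inhibition past about -25% in most replicates, and total fluorescence under double the plate's negative control median, limit read from the data; inconclusive = replicates evenly split on the limit, or fluorescence at least double controls; inactive = too little inhibition in most replicates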;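 note: 0% = DMSO and -100% = 5 µM competing unlabeled TCR2 RNA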
GSTO1 inh = GSTO1 inhibition, counter-screen for RBBP9 inhibitors. inhibition, % at 5.96 µM. 1.1% of 300,000 active. recombinant GSTO1, activity-based probe fluorescence polarization. AID 1974. P78417;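 active = inhibition above the campaign mean inhibition plus 3 SD, cut at about 35% in these data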;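 note: 0% = GSTO1-1 with DMSO and 100% = wells lacking GSTO1-1 enzyme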
Fam108B counter = blocks mouse Fam108B hydrolase in RBBP9 counter-screen; recombinant Fam108B, FP-Rh probe fluorescence polarization; inhibition, % at 9.51 µM; 0.33% of 300,000 active;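 active = inhibition above the screen mean inhibition plus 3 SD, computed separately per campaign, cut at about 18% in these data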;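 note: inhibitors lower polarization as less probe binds the enzyme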
TPT1 inh = blocks Candida albicans tRNA 2'-phosphotransferase | AID 1962 | inhibition, % at 5 µM | recombinant caTPT1, FP RNA substrate dephosphorylation | 0.81% of 300,000 active;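 active = inhibition above the mean of all tested compounds plus 3 SD, set per screening campaign, cut at about 24% in these data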;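 note: plate controls were DMSO alone for no effect and ferristatin control at 100 nM for full effect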
PAD4 FP inh = PAD4 (human) enzyme inhibition; Q9UM07; recombinant PAD4, RCA probe fluorescence polarization; inhibition, % at 6.36 µM; 0.41% of 330,000 active; AID 485272;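 active = percent inhibition above a cutoff equal to the mean of all tested compounds plus 3 SD, cut at about 15% in these data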;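 note: 0% = PAD4 with RCA probe and DMSO and 100% = probe without PAD4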
Target sequence (Q9UM07 whole entry, looked up): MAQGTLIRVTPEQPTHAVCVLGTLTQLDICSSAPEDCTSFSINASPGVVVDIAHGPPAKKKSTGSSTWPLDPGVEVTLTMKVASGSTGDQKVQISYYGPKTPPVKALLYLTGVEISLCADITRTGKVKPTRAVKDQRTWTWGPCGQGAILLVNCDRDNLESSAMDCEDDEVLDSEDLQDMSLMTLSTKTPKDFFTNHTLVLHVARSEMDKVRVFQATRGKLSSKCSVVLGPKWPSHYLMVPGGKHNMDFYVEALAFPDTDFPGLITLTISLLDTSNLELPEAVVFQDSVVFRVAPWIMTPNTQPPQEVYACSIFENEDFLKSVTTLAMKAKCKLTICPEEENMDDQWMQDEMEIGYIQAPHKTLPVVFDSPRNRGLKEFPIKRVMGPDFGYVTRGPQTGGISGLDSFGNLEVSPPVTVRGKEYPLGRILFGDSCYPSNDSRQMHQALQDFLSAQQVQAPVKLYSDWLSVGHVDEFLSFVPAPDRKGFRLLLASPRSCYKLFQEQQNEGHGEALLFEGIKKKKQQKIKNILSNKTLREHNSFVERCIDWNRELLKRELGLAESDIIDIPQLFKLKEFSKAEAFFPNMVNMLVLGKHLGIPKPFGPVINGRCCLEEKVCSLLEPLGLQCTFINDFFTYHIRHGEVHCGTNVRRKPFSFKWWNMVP
PME-1 primary = blocks human protein phosphatase methylesterase 1; Q9Y570; recombinant PME-1, FP-Rh probe fluorescence polarization; inhibition, % at 5.9 µM; 0.53% of 320,000 active; AID 2130;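 active = inhibition above the campaign mean of all compounds plus 3 SD, cut at about 26% in these data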;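 note: competitive labeling of PME-1 active site by serine hydrolase directed probe; 0% = PME-1 with DMSO and 100% = wells lacking PME-1 enzyme; inhibitors block probe labeling so polarization falls and inhibition rises; many of its hits are not listed in these tables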
Target sequence (Q9Y570 whole entry, looked up): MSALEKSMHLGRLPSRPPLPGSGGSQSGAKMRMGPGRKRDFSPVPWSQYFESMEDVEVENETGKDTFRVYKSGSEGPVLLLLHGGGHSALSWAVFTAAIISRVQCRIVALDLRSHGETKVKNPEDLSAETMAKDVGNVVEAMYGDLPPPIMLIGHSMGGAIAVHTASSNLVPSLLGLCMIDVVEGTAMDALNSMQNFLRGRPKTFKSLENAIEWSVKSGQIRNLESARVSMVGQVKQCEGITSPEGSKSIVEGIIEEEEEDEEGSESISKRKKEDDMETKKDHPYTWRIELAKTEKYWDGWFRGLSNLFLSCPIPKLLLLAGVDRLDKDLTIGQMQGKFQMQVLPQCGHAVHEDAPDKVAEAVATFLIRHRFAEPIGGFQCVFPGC
BCLXL inh = blocks human Bcl-xL binding to Bim BH3 peptide | Q07817 | GST-Bcl-xL / FITC-Bim BH3 peptide fluorescence polarization | inhibition, % at 10.9 µM | 0.7% of 320,000 active | AID 2129;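 active = inhibition above the mean of all tested compounds plus 3 SD, cutoff set per campaign, cut at about 30% in these data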;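 note: 0% = DMSO wells and 100% = unlabeled Bim-BH3 peptide competitor; inhibitors lower millipolarization by displacing the labeled peptide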
MCL1-BIM inh = MCL1-BIM-BH3 interaction inhibition (human). GST-MCL1 / FITC-Bim-BH3 fluorescence polarization. Q07820. inhibition, % at 10.9 µM. 0.68% of 320,000 active;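 active = inhibition above the mean inhibition of all tested compounds plus 3 SD, set per campaign, cut at about 40% in these data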;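 note: 0% = DMSO wells and 100% = unlabeled Bim-BH3 peptide control; higher means more loss of mP so more displacement of Bim peptide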
GLD-1 TGE inh = GLD-1-TGE RNA interaction inhibition (C. elegans) | purified GLD-1 + fluorescein TGE RNA, fluorescence polarization | inhibition, % at 5.96 µM | 0.44% of 320,000 active;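 active = percent inhibition above a per-plate cutoff, the plate mean of test compounds plus 3 SD, cut at about 30% in these data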;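 note: 0% = DMSO wells with GLD-1 and probe and 100% = wells lacking GLD-1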
An asterisk follows results filed as active; u = inconclusive; x = not tested or not shown. Not all compounds are listed; count on the stated rates, not on these rows.

SMILES | MCL1-BIM inh | TPT1 inh | GSTO1 inh | MEX-5 binding | BCLXL inh | Fam108B counter | PME-1 primary | PAD4 FP inh | GLD-1 TGE inh
COc1cc(C2N(c3ccccn3)C(=O)C3CCCN32)cc(OC)c1OC (configuration not stated) | -4.7 | -0.7 | 1.7 | 3.3 | -4.3 | 3.2 | 6.9 | 1.6 | 10.2
Cc1c(CC(=O)O)c(=O)oc2cc(OCc3ccc(Cl)cc3)ccc12 | 1.1 | 2.7 | -5.3 | 3.7 | 0.8 | -3.2 | 8.9 | 2.1 | 4.6
CCOC(=O)CSc1nnc(NC(=O)c2cccc([N+](=O)[O-])c2C)s1 | 1.6 | -4.4 | -27.6 | -1.9 | 1.9 | 2.4 | -6.8 | -3.4 | 2.9
COCC(=O)O[C@]1(CCN(C)CCCc2nc3ccccc3[nH]2)CCc2cc(F)ccc2[C@@H]1C(C)C | -11.3 | 1.7 | -1.3 | 2.2 | 2.1 | 3.4 | 3.2 | 1.4 | -2.1
O=C(COc1ccccc1Cl)Nc1ccc2c(c1)C(=O)NC2=O | 0.0 | -3.1 | -0.5 | -2.7 | 0.9 | -2.4 | -5.1 | -5.6 | 16.0
CCOC(=O)c1nc2cc3n(c(C)c-2c1C)C(C)C(CC)=C3C (configuration not stated) | 16.6 | -1.7 | 1.2 | 0.1 | 11.8 | 4.6 | 3.5 | -2.3 | 2.8
COc1ccc(CNC(=O)C2CCCN2C)cc1OC (configuration not stated) | 5.4 | -2.6 | 0.2 | -0.5 | 4.8 | -4.4 | 3.9 | -1.0 | 4.6
Cc1ccc(CNC(=O)CCCCCNc2nc(=S)[nH]c3ccccc23)cc1 | -3.7 | 0.0 | -4.8 | 0.5 | -2.6 | -2.8 | 4.2 | -4.7 | 5.7
Cc1nn(CC(=O)Nc2ccc3c(c2)nc2n3CCN(C3CCCCC3)C2)c(=O)c2ccccc12 | 27.3 | 2.8 | 17.1 | 1.0 | 16.3 | -2.5 | -5.5 | -6.2 | -0.2
COc1ccc2c(c1OC)C(=O)N(c1ccccn1)C2 | 1.1 | -5.1 | 9.4 | -0.2 | 0.3 | 0.4 | 7.1 | 3.9 | -0.3
Nc1ccc(S(=O)(=O)NCC(=O)OC2CCOC2=O)cc1[N+](=O)[O-] (configuration not stated) | 3.7 | x | x | x | -3.2 | x | 1.1 | 0.6 | 4.2
O=C(CCc1ccccc1)NNC(=O)c1ccc(Br)cc1 | 4.4 | -5.8 | 3.1 | 1.0 | 8.3 | 1.3 | -6.9 | -3.7 | 10.3
CN(C(=O)CSc1nc(-c2ccccc2)cn1N)C(c1ccccc1)c1ccccc1 | -3.5 | -0.7 | -3.2 | 1.5 | 1.2 | -0.1 | 6.4 | 1.6 | 5.1
CCN(CC)c1ccc(C(=O)N2CCN(Cc3ccccc3)CC2)cc1 | 5.8 | 1.0 | 1.7 | 1.1 | 3.0 | -3.2 | 5.1 | 2.8 | 10.5
COc1ccc([C@H]2CC(=O)C=C(c3cccc(CO)c3)C2)cc1 | 1.6 | x | x | x | -2.3 | x | 0.7 | 2.9 | -2.9
N#Cc1ccccc1Oc1ccc(S(=O)(=O)N2CCCCC2)cn1 | 7.3 | 1.6 | 1.2 | -1.3 | 2.1 | 10.5 | 1.9 | 2.1 | -3.1
COc1cccc(CNC(=S)Nc2cc(C)cc(C)c2)c1 | -0.2 | -0.9 | -1.2 | 3.0 | 0.5 | -4.9 | 6.2 | -5.7 | 2.5
O=C(Nc1ccc(OC(F)F)c(Cl)c1)c1ccccn1 | -11.7 | -4.8 | 6.9 | 1.9 | 3.6 | 7.7 | -17.6 | -2.2 | -3.7
O=C(CCNC(=O)c1ccc(Cl)cc1)NN1C(=O)NC2(CCCCC2)C1=O | 2.8 | x | x | x | 1.7 | x | -0.9 | -0.8 | 0.2
C[C@H](NC(=O)c1nc[nH]c1C(=O)NCC(=O)OC(C)(C)C)c1ccccc1 | -4.2 | 0.6 | -1.7 | 6.1 | 8.7 | 4.2 | -2.6 | 3.1 | -2.5
C=CCNc1nc(C2(C)CC3(CC(C)OC3=O)C(=O)O2)cs1 (configuration not stated) | 0.1 | -1.9 | 4.8 | 0.0 | 0.9 | -2.1 | -3.2 | -9.1 | -9.6
CN(C)CCCN(Cc1ccccc1)C(=S)NCc1ccccc1 | 6.6 | 1.8 | -1.5 | 1.1 | 2.8 | 0.0 | -0.6 | 1.7 | 3.7
CN(C)c1ccc(O)c2c1CC1CC3C(N(C)C)C(=O)C(C(N)=O)=C(O)[C@@]3(O)C(=O)C1=C2O (some centres not stated) | 35.7 | -0.8 | 48.0* | -7.2 | 5.3 | 3.4 | -3.4 | -3.0 | 6.5
O=C1C(Cl)=C(N2CCOCC2)C(=O)N1c1ccc(Br)cc1 | 6.4 | 3.3 | 0.9 | 0.6 | 10.8 | -1.9 | -4.7 | -5.7 | 2.8
COC(=O)C1=CN(C(C)c2ccccc2)C=C(C(=O)OC)C1c1cc(OC)c(OC)c(OC)c1 (configuration not stated) | -1.2 | -1.6 | -1.4 | 0.0 | 0.7 | -15.1 | 2.1 | -1.0 | -6.6
OC(COc1c(F)cc(Br)cc1F)CN1CCc2ccccc2C1 (configuration not stated) | 1.4 | 4.0 | 0.9 | -0.9 | 3.0 | 2.5 | 1.1 | -1.2 | 2.3
O=C(CSc1nnc(-c2ccccc2)o1)c1nnc(-c2ccccc2)o1 | -7.7 | 19.1 | 25.9 | 4.3 | -2.4 | 4.4 | 9.8 | -22.2 | 7.7
CC(=O)Nc1cccc(C(=O)Nc2cccc(S(=O)(=O)NCc3ccco3)c2)c1 | -3.5 | x | x | x | 3.6 | x | 6.1 | -4.3 | 2.2
COc1cc(Nc2c3c(nc4ccccc24)CCC3)cc(OC)c1OC | 1.9 | -5.7 | -4.9 | 2.9 | -2.1 | 2.4 | 1.8 | -4.9 | 0.7
COC(=O)c1cccc(NC(=O)CN2CCN(Cc3ccccc3)CC2)c1 | 3.9 | 2.5 | 8.3 | 0.8 | 3.9 | -1.0 | -3.3 | 0.0 | 4.5
N=c1c(C(=O)NC2CCCC2)cc2c(=O)n3ccccc3nc2n1Cc1ccccc1 | 6.1 | 0.7 | 1.6 | u | 3.9 | -7.3 | -7.1 | -1.7 | 0.9
NC(=O)CS(=O)(=O)c1nc2ccccc2n1Cc1ccccc1F | 8.7 | -2.4 | -11.1 | 2.7 | 4.5 | 2.4 | 2.8 | -2.1 | 0.7
O=C(CN(C1CCCCC1)S(=O)(=O)c1ccc(F)cc1)NC1CC1 | 4.7 | 0.1 | 3.3 | -0.3 | 1.3 | -1.3 | -3.1 | 1.2 | -1.2
COc1ccc(C(=O)c2cn[nH]c2-c2cc(C)ccc2O)cc1 | 2.8 | 0.3 | 5.2 | 2.7 | 4.2 | -2.0 | -2.9 | -0.2 | 5.8
CC1(C)CC(CC(=O)O)C(=O)O1 (configuration not stated) | 5.2 | -0.6 | 3.5 | 1.4 | 6.5 | 3.5 | 8.4 | 4.2 | 4.0
CCc1ccccc1Nc1nc2ccccc2n1C | 4.4 | -6.0 | 2.5 | -6.2 | 2.6 | 1.9 | -3.0 | 0.5 | -3.0
Nc1nc(NCCCN2CCOCC2)nc(NCc2ccccc2)c1[N+](=O)[O-] | 4.1 | -5.4 | -2.1 | -1.0 | 1.7 | -2.0 | 6.6 | -3.7 | 1.2
Cc1cc(=O)oc2cc(OCc3ccc(C(=O)OCC(=O)N(C)C4CCS(=O)(=O)C4)cc3)ccc12 (configuration not stated) | 2.6 | -0.6 | -6.7 | -4.8 | 4.3 | 2.1 | -10.7 | 2.9 | 15.2
O=C(O)CSCC(=O)Nc1ccc(C2CCCCC2)cc1 | -2.0 | 1.5 | -6.0 | -0.3 | 4.5 | 2.9 | -3.0 | 2.9 | 10.2
COc1ccc(O)c(CN2CCCC(N3CCN(c4ccccc4OC)CC3)C2)c1 (configuration not stated) | -2.7 | 0.3 | 2.2 | 2.2 | 4.3 | -3.3 | 0.4 | -3.3 | 0.2
Cc1sc2nc(C3CC3)nc(NCCNS(C)(=O)=O)c2c1C | 1.4 | 0.3 | -8.7 | 0.3 | 2.1 | 2.6 | -0.2 | 4.9 | 3.1
O=C(NS(=O)(=O)c1ccccc1[N+](=O)[O-])c1ccccc1 | 1.4 | -4.5 | 1.3 | 1.7 | 5.8 | 0.8 | 0.2 | -3.7 | 2.5
N#CCSc1n[nH]c2nc3c(c(=O)n12)C1(CCCCC1)Cc1ccccc1-3 | 28.1 | 0.0 | -46.5 | 2.4 | 8.6 | 4.7 | 7.1 | -1.9 | 7.8
CCOc1ccc(N2C(=O)C3ON(C)C(c4ccc([N+](=O)[O-])cc4)C3C2=O)cc1 (configuration not stated) | 3.5 | -0.2 | 4.8 | 1.0 | -0.9 | -0.1 | 0.7 | -0.7 | -1.4
O=C1C2C3C=CC([C@@H]2C(=O)N1C1CCCCC1)[C@H]1C(=O)N(C2CCCCC2)C(=O)C31 (some centres not stated) | 2.8 | -0.8 | -7.8 | 2.7 | 8.5 | -0.3 | -2.7 | 1.8 | 4.8
CCOP(=O)(OCC)c1nc(-c2ccc(Cl)cc2)oc1NCc1ccccc1 | -6.1 | 3.5 | 0.5 | 0.0 | -2.3 | -0.3 | -0.8 | -4.7 | -3.3
Cc1[nH]c2ccc(C(=O)N3CCN(c4ccccn4)CC3)cc2c1C | 2.3 | -1.8 | 9.3 | -3.1 | 3.1 | 4.4 | 1.9 | -3.2 | 1.3
O=C(Nc1cccc(NC(=O)c2ccccc2Cl)c1)c1ccc(F)cc1 | -10.3 | 1.6 | -4.0 | -0.5 | -6.6 | 0.8 | -0.3 | -2.0 | 0.4
CC(C)(C)[C@@H]1C=C(C(=O)Nc2ccccc2)O[C@H](OCc2ccc(CO)cc2)C1 | -9.7 | 0.2 | -3.4 | 2.0 | -5.5 | 0.3 | 0.2 | -2.6 | 1.0
NS(=O)(=O)c1ccc(CNC(=O)NC23CC4CC(CC(C4)C2)C3)cc1 | 1.0 | -1.4 | 2.0 | -1.1 | 0.4 | 4.3 | 0.0 | -0.3 | 1.9
c1ccc(N2CCCCC2)c(NC2=NCCC2)c1 | 3.2 | -1.4 | 5.5 | -1.7 | 7.9 | -0.6 | -2.0 | 2.3 | 3.6
O=C1Nc2ccc(Cl)cc2C(=O)C1(F)c1ccccc1 (configuration not stated) | 4.8 | -2.8 | 5.9 | -0.4 | 4.6 | 1.4 | -1.4 | 1.9 | 2.0
Cn1c(C(=O)N2CCCC(C(=O)N3CCN(C(=O)c4ccco4)CC3)C2)cc2sccc21 (configuration not stated) | -3.8 | -3.2 | 6.4 | x | 3.2 | 3.5 | 25.6 | 0.1 | 5.6
Cc1ccc(NC(=O)COC(=O)CCc2nc3ccccc3c(=O)[nH]2)c(Br)c1 | 6.3 | 0.3 | 5.2 | -0.2 | 4.7 | 1.7 | -5.1 | 2.8 | 1.3

Screens deposited in PubChem by several laboratories.
